Source: PubChem (National Center for Advancing Translational Sciences (NCATS))
Pf growth 96h = Primary qHTS for delayed death inhibitors of the malarial parasite plastid, 96 hour incubation. AID 504834, 2011. 320,000 tested, 6.9% active. P. falciparum luciferase reporter growth, 96 h. Potency, µM (series often up to 28.7 µM), for inactives: top-dose activity change, negative = inhibition, usual class: inhibitors
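Parasite growth measured via integrated firefly luciferase reporter in P. falciparum. Infected erythrocytes at 2% hematocrit, 0.05% parasitemia final were treated 96 hours at 37 C under 5% CO2, and luminescence was read.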
Pf growth 48h = Primary qHTS for delayed death inhibitors of the malarial parasite plastid, 48 hour incubation. P. falciparum luciferase growth in erythrocytes, 48 h. Potency, µM (highest dose often 28.7 µM), for the others: top-dose activity change, negative = inhibition, most hits filed as inhibitors. 310,000 tested, 5.9% active. AID 504832, 2011
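A one-generation exposure of luciferase-tagged malaria parasites in RPMI 1640/Albumax erythrocyte culture, 37 C and 5% CO2. Inhibition is inferred from decreased luminescence after adding detection reagent.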
Numbers without * were called inactive; ? = inconclusive. The call rests on the fitted dose curve; in most records, active means well fitted inhibition curve with a large enough effect; inconclusive means small, poorly fitted or top-dose-only effect, or another doubt; inactive means no such curve, though single readings can be large or run the other way. On the % scale 0 is the no-effect control and ±100 the full control effect; potency means the concentration at half of the fitted maximal effect. These rows are one share of the data; count on the stated rates, not on these rows.

Sequence of screens – Pf growth 96h, Pf growth 48h
#1 O=C(Nc1cccc(C(F)(F)F)c1)c1cc(Br)cc(Br)c1O
→ 15.1µM*, ?
#2 CC(C)(C)CC(C)(C)c1cc(Cc2cc(C(C)(C)CC(C)(C)C)cc(-n3nc4ccccc4n3)c2O)c(O)c(-n2nc3ccccc3n2)c1
→ 2.9%, -5.1%
#3 Cc1ccc(-c2ncc(Cl)cc2-c2ccc(S(C)(=O)=O)cc2)cn1
→ 13.5µM*, ?
#4 Cc1cc(C)cc(C(=O)OC2CC3CCC(C2)N3C)c1 (stereo unspecified)
→ 17.0%, -4.5%
#5 CN=C1C=CC(=C(c2ccc(N(C)C)cc2)c2ccc(N(C)C)cc2)C=C1
→ 1.07µM*, 0.213µM*
#6 NC1=NC(=O)N2CC12 (stereo unspecified)
→ -0.2%, ?
#7 Cc1cccc(C)c1NC(=O)CC12CCCN1CCC2
→ 6.01µM*, -9.2%

Molecules above containing a halogen (2):
Sequence of screens – Pf growth 96h, Pf growth 48h
#1 O=C(Nc1cccc(C(F)(F)F)c1)c1cc(Br)cc(Br)c1O
→ 15.1µM*, ?
#3 Cc1ccc(-c2ncc(Cl)cc2-c2ccc(S(C)(=O)=O)cc2)cn1
→ 13.5µM*, ?

In the list so far, 2 contain nitrogen in an aromatic ring.
Sequence of screens – Pf growth 96h, Pf growth 48h
#2 CC(C)(C)CC(C)(C)c1cc(Cc2cc(C(C)(C)CC(C)(C)C)cc(-n3nc4ccccc4n3)c2O)c(O)c(-n2nc3ccccc3n2)c1
→ 2.9%, -5.1%
#3 Cc1ccc(-c2ncc(Cl)cc2-c2ccc(S(C)(=O)=O)cc2)cn1
→ 13.5µM*, ?
